Screening results: PubChem BioAssay, Southern Research Specialized Biocontainment Screening Center
tuberculosis growth – growth inhibition of non-replicating M. tuberculosis (AID 488890); hit rate 0.39% among 320,000; Mycobacterium tuberculosis non-replicating, growth inhibition; higher % means a stronger effect; inhibition, % at 25 µM; hits with a dose series show IC50 in µM; in the data active = a potency from the dose series; inconclusive = inhibition mostly from about 82% at the one dose, without a potency; inactive = the rest, 99 in 100 with inhibition below about 76%;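 note: plate controls were DMSO cells for no effect and high antibiotic wells for full effect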
H37Rv inhibition – M. tuberculosis growth inhibition, HTS (AID 449762); hit rate 0.59% among 330,000; M. tuberculosis H37Rv growth inhibition, 7H9 media; higher % means a stronger effect; inhibition, % at 25 µM; hits with a dose series show IC50 in µM; in the data active = a potency from the dose series; inconclusive = inhibition above about 70% without an active follow-up result;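 note: bacterial growth assessed after seven days of incubation; strong numbers were not always called active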
H1N1 NS1A inhibition – NS1A inhibition, H1N1 influenza, cell based functional assay (AID 504329) | one-dose inhibition, % at 12.5 µM; IC50 in µM for titrated hits | NS1A functional cell-based assay, percent inhibition; higher % means a stronger effect | hit rate 0.3% among 340,000; in the data active = a potency from the dose series; inconclusive = inhibition above about 27% without an active follow-up result; note: strong numbers were not always called active
Salmonella PhoP GFP – PhoP regulon inhibitors, Salmonella typhi PhoP promoter GFP reporter, confirmatory (AID 1850); Salmonella Typhi PhoP-promoter GFP reporter, fluorescence, 4 h; higher % means a stronger effect; hit rate 0.33% among 310,000; inhibition, % at 50 µM; hits with a dose series show IC50 in µM; in the data active = a potency from the dose series; inconclusive = inhibition mostly from about 25% at the one dose, without a potency; inactive = the rest, 99 in 100 with inhibition below about 19%;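 note: 0% = induced wells with vehicle and 100% = uninduced wells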
inhibitors of VEEV – inhibitors of VEEV TC-83 cytopathic effect, confirmation, Vero cells (AID 588727) | Vero cells, VEEV TC-83 cytopathic effect inhibition; higher % means a stronger effect | inhibition, % at 20 µM, or IC50 in µM where a hit was titrated | hit rate 0.13% among 350,000; in the data active = a potency from the dose series; inconclusive = inhibition mostly from about 14% at the one dose, without a potency; inactive = the rest, 99 in 100 with inhibition below about 12%; note: strong numbers were not always called active
inhibitors of VEEV 10K pilot screen – also measured in inhibitors of VEEV; calls as there; inhibition, %; measured here: 10K pilot screen inhibition
* = called active by the depositor; i = inactive; ? = inconclusive; nt = no result given.

SMILES | tuberculosis growth | H37Rv inhibition | H1N1 NS1A inhibition | Salmonella PhoP GFP | inhibitors of VEEV | others
Cc1cc(C)cc(N(C(=O)c2csnn2)C(C(=O)NC(C)(C)C)c2cccs2)c1 (centres undefined) | 22% | 3% | -4% | 1% | i
O=C(CNc1cccc(C(F)(F)F)c1)N/N=C/c1cccc(Br)c1 | 13% | 0% | -6% | -7% | 0.4%
Cc1ccc(NS(=O)(=O)c2ccc(OCC(=O)N3CCN(C)CC3)cc2)cc1 | -3% | -5% | 22% | -8% | 0.7%
COc1cccc(C2=CC(c3cc(OC)ccc3OC)n3nnnc3N2)c1 (centres undefined) | 19% | ? | 0% | 6% | 22%
CCCC1SCC(C)(C)NC1=O (centres undefined) | nt | nt | -10% | nt | 2.5%
COc1cccc2sc(NN)nc12 | -7% | 4% | 6% | -10% | 3.0%
C/C(=N\OC(=O)c1ccc(F)cc1)c1nccs1 | 2% | 5% | -4% | -5% | 1.3%
Nc1cc(C(=O)c2ccccc2)ccc1N1CCOCC1 | 1% | 5% | 5% | -3% | 0.1%
Nc1c(Cl)cc([N+](=O)[O-])cc1Cl | -8% | -5% | 1% | -1% | 1.3%
COC(=O)c1sc(NC(=O)c2ccco2)nc1C | 0% | -1% | 11% | 8% | 2.6%
COc1ccc(NC(=O)COc2ccc(N(C)S(=O)(=O)c3ccc(Cl)cc3)cc2)cc1OC | 12% | 5% | 4% | -7% | 2.7%
O=C(NCCc1csc(-c2cccnc2)n1)c1cccc2ccccc12 | 4% | -6% | -2% | -13% | 5.7%
O=C(COc1ccccc1C(=O)Nc1ccccc1)c1ccc(F)cc1 | 3% | 2% | 8% | 8% | i
COc1cc2c(cc1OC)C(c1ccccc1)=NCC2 | -7% | -10% | 19% | 7% | 0.6%
O=C1N[C@@H](Cc2ccccc2)C(=O)N2CCC[C@@H]12 | 1% | 5% | 14% | -4% | i
O=C(NNC(=O)c1cc(-c2ccncc2)nc2ccccc12)c1cccc(Cl)c1 | -5% | -6% | -5% | 8% | 11%
COc1ccc([N+](=O)[O-])cc1NCC(=O)Nc1cccc(S(=O)(=O)N2CCCC2)c1 | nt | nt | -4% | nt | 9.7%
Cc1c(OC(C)C(=O)NCCCN2CCCC2=O)ccc2c3c(c(=O)oc12)CCCC3 (centres undefined) | 10% | 5% | 4% | -1% | 3.3%
COc1ccc(-n2c(CCc3ccccc3)nnc2SCC(=O)c2ccc(Cl)cc2)cc1 | 12% | 7% | -8% | 2% | 0.9%
NC(=NCCc1c[nH]c2ccccc12)NS(=O)(=O)c1ccc(F)cc1 | 57% | 2% | 2% | -7% | i
Cc1occc1C(=O)Nc1c(F)cc(F)cc1Br | 11% | -1% | -39% | -6% | 0.5%
NNC(=O)Cn1nc(-c2ccccc2)c2ccccc2c1=O | -19% | -2% | 16% | -3% | 1.0%
O=C(O)c1ccccc1-c1ccccc1C(=O)Nc1cccc(Br)c1 | 69% | -4% | -10% | 5% | 4.3%
Cc1cccc(NC(=O)C(c2cccc([N+](=O)[O-])c2)N2CCCCC2)c1 (centres undefined) | 8% | 9% | 6% | 10% | 5.1% | inhibitors of VEEV 10K pilot screen=0.0
COc1ccc(NC(=O)CN(C)C(=O)COc2ccccc2Cc2ccccc2)cc1 | 53% | 11% | -1% | nt | 1.2%
COc1ccc(C(C)NC(=O)c2ccc([N+](=O)[O-])cc2)cc1OC (centres undefined) | -4% | 4% | 3% | 2% | 0.6%
O=C(COc1ncnc2ccccc12)Nc1cccc(S(=O)(=O)N2CCOCC2)c1 | -13% | -1% | -5% | 2% | 0.3%
Cc1n[nH]c(C)c1CCNCc1ccc(OCC(O)CN2CCCCC2)cc1 (centres undefined) | -6% | 1% | 8% | -10% | 1.0%
CCOC(=O)c1[nH]c(C)c(C(=O)N2CCC3(CC2)OCCO3)c1C | 36% | 0% | 3% | -2% | 0.6%
Cc1noc(C)c1CCC(=O)N1CCCC(CCC(=O)NCc2ccc(F)c(F)c2)C1 (centres undefined) | -17% | -1% | -4% | 24% | 0.1%

Three records drawn at random from those above, as already listed:
SMILES | tuberculosis growth | H37Rv inhibition | H1N1 NS1A inhibition | Salmonella PhoP GFP | inhibitors of VEEV | others
Cc1c(OC(C)C(=O)NCCCN2CCCC2=O)ccc2c3c(c(=O)oc12)CCCC3 (centres undefined) | 10% | 5% | 4% | -1% | 3.3%
Cc1noc(C)c1CCC(=O)N1CCCC(CCC(=O)NCc2ccc(F)c(F)c2)C1 (centres undefined) | -17% | -1% | -4% | 24% | 0.1%
O=C(NNC(=O)c1cc(-c2ccncc2)nc2ccccc12)c1cccc(Cl)c1 | -5% | -6% | -5% | 8% | 11%

(next part)
SMILES | tuberculosis growth | H37Rv inhibition | H1N1 NS1A inhibition | Salmonella PhoP GFP | inhibitors of VEEV | others
CNC(=O)CN1C(=O)c2ccccc2S1(=O)=O | nt | 0% | 4% | -2% | 0.6%
COc1cc(C(=O)Nc2ccc(S(=O)(=O)NC(C)C)cc2)cc(OC)c1OC | -3% | -7% | 1% | -11% | 2.8%
O=C(Nc1nc(-c2cccnc2)cs1)c1ccc(S(=O)(=O)N2CCOCC2)cc1 | 17% | 15% | -3% | 10% | i
CCc1nc(C)cc(N)c1OCc1ccccc1 | 7% | 4% | 2% | 8% | 0.7%
Fc1ccc2c(c1)[C@H]1OCC[C@H]1[C@@H](c1ccco1)N2 | 1% | -18% | -3% | -4% | i
COCCN(C(=O)c1ccc(C)c(S(=O)(=O)N2CCOCC2)c1)c1c(N)n(CC(C)C)c(=O)[nH]c1=O | nt | nt | -1% | nt | 0.3%
Cc1cc(/C=C(/C#N)c2nc3ccccc3[nH]2)c(C)n1-c1cc(C(=O)O)cc(C(=O)O)c1 | nt | nt | 4% | nt | 0.6%
CCC(C(=O)Nc1cc(OC)c(NC(=O)c2ccccc2)cc1OC)c1ccccc1 (centres undefined) | -10% | -6% | -1% | 0% | 0.5%
CCC(CC)c1nnc(NC(=O)C2CCN(C(=O)c3ccco3)CC2)s1 | 7% | -1% | -8% | -5% | 1.0%
COC(=O)c1ccc(NC(=O)[C@H](C)NC(N)=O)cc1 | -7% | -1% | -6% | 4% | 0.6%
CN(CC(N)=O)S(=O)(=O)c1ccc(F)cc1 | 3% | -6% | -2% | 4% | 2.2%
O=C(NCCOc1ccc(Cl)cc1)c1ccco1 | 17% | 3% | 8% | 14% | 0.1%
CC(C)CN1C(=O)c2ccc(NC(=O)c3ccco3)cc2C1=O | 11% | -12% | -2% | 19% | 1.9%
C=C(C)CNC(=S)N/N=C/c1ccccc1OCC(=O)O | -11% | -2% | -2% | 8% | 0.2%
CCCCn1c(NC(=O)c2ccccc2)c(C#N)c2nc3ccccc3nc21 | nt | nt | -20% | nt | 1.2%

Already shown: an excerpt of the list.
SMILES | tuberculosis growth | H37Rv inhibition | H1N1 NS1A inhibition | Salmonella PhoP GFP | inhibitors of VEEV | others
Cc1cc(C)cc(N(C(=O)c2csnn2)C(C(=O)NC(C)(C)C)c2cccs2)c1 (centres undefined) | 22% | 3% | -4% | 1% | i
O=C(CNc1cccc(C(F)(F)F)c1)N/N=C/c1cccc(Br)c1 | 13% | 0% | -6% | -7% | 0.4%
Cc1ccc(NS(=O)(=O)c2ccc(OCC(=O)N3CCN(C)CC3)cc2)cc1 | -3% | -5% | 22% | -8% | 0.7%

Some of these compounds in order of heavy-atom count, rising.
SMILES | tuberculosis growth | H37Rv inhibition | H1N1 NS1A inhibition | Salmonella PhoP GFP | inhibitors of VEEV | others
O=C(NCCOc1ccc(Cl)cc1)c1ccco1 | 17% | 3% | 8% | 14% | 0.1%
COC(=O)c1ccc(NC(=O)[C@H](C)NC(N)=O)cc1 | -7% | -1% | -6% | 4% | 0.6%
O=C(Nc1nc(-c2cccnc2)cs1)c1ccc(S(=O)(=O)N2CCOCC2)cc1 | 17% | 15% | -3% | 10% | i

(more compounds)
SMILES | tuberculosis growth | H37Rv inhibition | H1N1 NS1A inhibition | Salmonella PhoP GFP | inhibitors of VEEV | others
OC(COc1ccc2ccccc2c1Cl)CN1CCOCC1 (centres undefined) | 17% | 6% | 2% | 5% | 3.4%
CC1CN(C(=O)CSc2nc(-c3ccccc3)cs2)CC(C)O1 (centres undefined) | 0% | 0% | -16% | -3% | 0.8%
CC(=O)Nc1ccc(C(=O)NNC(=O)CCCCC(=O)NNC(=O)c2ccc(NC(C)=O)cc2)cc1 | -5% | 0% | -2% | -2% | i
O=c1c2c([nH]c3ccccc13)CCCCC2 | 5% | -7% | 19% | 44µM* | 2.5%
O=S(=O)(Nc1cccnc1)c1ccc(C2CCCCC2)cc1 | 38% | 2% | -14% | -2% | i
Nc1ccc(C2(c3ccc(N)cc3)C(=O)Nc3ccccc32)cc1 | 3% | -4% | 4% | -2% | 2.7%
Cc1cc(C)c(NC(=S)N(Cc2cccnc2)Cc2ccco2)c(C)c1 | 18% | 1% | 25% | 6% | i
O=C(CSc1nnc(-c2ccccc2Br)o1)Nc1nncs1 | 6% | 2% | -6% | 21% | 0.4%
CCNC(=O)N1CCCC(C(=O)c2ccc(OC)c(OC)c2)C1 (centres undefined) | 3% | -10% | -2% | 9% | 0.2%
COc1ccc(NC(C)=O)c([N+](=O)[O-])c1[N+](=O)[O-] | nt | nt | 2% | nt | 5.0%
CCOP(=O)(OCC)C(NC(=O)Nc1ccccc1)C(N)=O (centres undefined) | 3% | -6% | -4% | 2% | 0.7%
Cc1ccc(-n2c(Cc3cccs3)nnc2SCC(=O)OC(C)C)cc1 | 70% | -1% | -4% | 9% | 1.7%
S=C(c1ccc(Cl)cc1)N1CCOCC1 | nt | nt | -2% | 2% | i
COC(=O)c1sccc1NC(=O)CSc1ccccc1N | 7% | -1% | -9% | -6% | 0.4%
CCOC(=O)N1CCC2(CC1)C(C#N)=C(N)OC1=C2C(=O)CC(C)C1 (centres undefined) | -10% | -9% | 8% | -6% | i

Next part (2 carried over from the part before).
SMILES | tuberculosis growth | H37Rv inhibition | H1N1 NS1A inhibition | Salmonella PhoP GFP | inhibitors of VEEV | others
COC(=O)c1sccc1NC(=O)CSc1ccccc1N | 7% | -1% | -9% | -6% | 0.4%
CCOC(=O)N1CCC2(CC1)C(C#N)=C(N)OC1=C2C(=O)CC(C)C1 (centres undefined) | -10% | -9% | 8% | -6% | i
C=CCNc1nc(Cl)ncc1F | 9% | -3% | -1% | -18% | 0.5%
c1ccc(C2CC(c3cccs3)=NN2c2ccccc2)cc1 (centres undefined) | 35% | 4% | -32% | -3% | 1.8%
N#Cc1ccccc1NC(=O)CC1c2ccccc2Oc2ccccc21 | -4% | -12% | -5% | -9% | i
O=C(O)C1CSC2(CCN(Cc3ccccc3)CC2)N1 (centres undefined) | nt | nt | -8% | nt | 0.6%
O=C(NCc1ccccc1Cl)c1ccc(S(=O)(=O)N2CCCC2)cc1 | -14% | 0% | -13% | nt | 7.4%
CN(CCc1cn[nH]c1)Cc1nc(Cc2ccccc2F)no1 | 9% | 3% | 1% | -8% | 0.6%
O=C(Nc1cccs1)Nc1c(F)c(F)cc(F)c1F | -2% | 2% | -5% | -3% | i
CC1C(=O)N2CCCc3cc(S(=O)(=O)Nc4ccccc4F)cc1c32 (centres undefined) | 10% | 1% | -6% | 3% | 0.6%
O=C(Nc1cccc2ccccc12)C(=O)C1C(=O)Nc2ccccc21 (centres undefined) | 28% | 3% | -5% | 1% | 0.4%
CCS(=O)(=O)c1ccc2c(c1)N(S(=O)(=O)c1ccccc1)CC(C(=O)O)O2 (centres undefined) | -4% | -3% | 2% | 5% | 2.0%
Cc1cccc([N+](=O)[O-])c1C(=O)O | -3% | -5% | -6% | nt | 1.1%
C/C(=N\NC(=O)c1ccccc1NC(=O)c1ccc(Cl)cc1)c1ccncc1 | nt | 13% | 11% | 3% | i
C[N+]12CCCCC1C(COC(=O)c1ccc3c(c1)OCO3)CCC2 (centres undefined) | 2% | -14% | 1% | -8% | 1.1%
O=c1c(Oc2ccccc2Br)c(C(F)(F)F)oc2c(CN3CCCC3)c(O)ccc12 | 15% | -7% | -9% | -2% | 0.3%
CCn1c(SCC(=O)NNC(=O)c2ccc(OC)cc2)nnc1-c1ccco1 | -2% | -5% | -2% | -5% | 0.9% | inhibitors of VEEV 10K pilot screen=1.1
COc1cc(Cl)ccc1OCc1cc(C(=O)N2C[C@H]3CC[C@H]2C3)no1 | 18% | -12% | -2% | 1% | 3.2%

Compounds were not picked by outcome, and some 1.5% of all compounds hit somewhere here.
